NLRP3 yeast inh: NALP3 inhibition in yeast; Yeast reconstituted NLRP3/ASC/caspase-1, beta-gal luminescence, 24 h; inhibition, % at 10 µM; 0.39% of 330,000 active; AID 2825;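 active means inhibition of 50% or more; inactive means inhibition below 50%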;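 further: plate controls were induced DMSO wells for no effect and uninduced yeast grown without galactose for full effect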
TIM10 inh: TIM10 yeast growth inhibition | S. cerevisiae TIM10 strain growth, BacTiter-Glo luminescence, 24 h | inhibition, % at 10 µM | 1.4% of 330,000 active;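 active means inhibition of 40% or more at the single tested concentration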;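 further: wild-type TIM10 isogenic control strain grown at permissive 25 °C; 0% = DMSO yeast wells and 100% = minimal medium wells without yeast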
Mdm2-MdmX inh: human Mdm2/MdmX binding inhibition; O15151+Q00987; SaOS-2 split-luciferase Mdm2/MdmX complementation, luminescence; inhibition, % at 8 µM; 3% of 330,000 active; AID 485346;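 active means inhibition of at least 50% at 8 µM in the primary screen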
Target sequence (O15151 whole entry, looked up): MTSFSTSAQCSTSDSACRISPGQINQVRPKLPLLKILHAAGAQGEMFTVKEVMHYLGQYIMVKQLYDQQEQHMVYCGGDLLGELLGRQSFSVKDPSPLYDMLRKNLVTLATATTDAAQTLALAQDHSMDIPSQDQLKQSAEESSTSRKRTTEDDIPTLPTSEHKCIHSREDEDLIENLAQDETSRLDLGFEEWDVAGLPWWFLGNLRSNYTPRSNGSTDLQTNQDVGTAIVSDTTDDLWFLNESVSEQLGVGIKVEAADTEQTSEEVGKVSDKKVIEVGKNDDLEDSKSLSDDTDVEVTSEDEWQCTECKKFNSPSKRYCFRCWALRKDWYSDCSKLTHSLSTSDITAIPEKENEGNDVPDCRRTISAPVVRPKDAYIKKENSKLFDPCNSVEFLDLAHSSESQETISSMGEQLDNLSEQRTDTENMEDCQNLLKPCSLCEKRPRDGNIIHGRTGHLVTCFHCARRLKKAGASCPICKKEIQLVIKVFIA
Target sequence (Q00987 whole entry, looked up): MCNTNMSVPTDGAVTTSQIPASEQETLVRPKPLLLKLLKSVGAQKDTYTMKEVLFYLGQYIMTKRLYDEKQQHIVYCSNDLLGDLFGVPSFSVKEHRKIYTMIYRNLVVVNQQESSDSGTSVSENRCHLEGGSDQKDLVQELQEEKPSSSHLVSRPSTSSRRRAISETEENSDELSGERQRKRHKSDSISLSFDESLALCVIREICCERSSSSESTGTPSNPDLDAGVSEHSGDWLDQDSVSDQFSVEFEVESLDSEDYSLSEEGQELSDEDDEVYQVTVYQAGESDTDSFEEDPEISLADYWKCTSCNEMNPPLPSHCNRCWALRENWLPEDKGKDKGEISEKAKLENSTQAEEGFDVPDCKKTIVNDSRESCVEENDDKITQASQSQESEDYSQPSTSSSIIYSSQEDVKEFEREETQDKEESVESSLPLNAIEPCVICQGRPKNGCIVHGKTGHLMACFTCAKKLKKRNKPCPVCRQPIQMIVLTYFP
UPR CHOP act: activators of apoptotic arm of unfolded protein response (CHOP); activation, % at 10 µM; AID 449763; CHO-CHOP luciferase reporter, UPR activation, luminescence; percent of tunicamycin response over DMSO baseline; 0.34% of 330,000 active;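 active means at 10 µM dose, activation of 40% or more, normalized to positive control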;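 further: 100% = tunicamycin at 10 µg/mL and 0% = DMSO alone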
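assay system = CHO CHOP reporter cells | amount = 500 CHO-CHOP cells per well | buffer or medium = F12 with 10% FBS | incubation = 16-18 h cell attachment, then 6 h compound exposure, 37 °C | detection = luminescence read with Steady-Glo | read-out = percent activation relative to tunicamycin control | controls = tunicamycin high control, DMSO low control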
APJ agonist: agonists of human APJ apelin receptor; P35414; CHO-K1 APJ PathHunter beta-arrestin, luminescence; 0% DMSO wells, 100% apelin; activation, % at 20 µM; 0.11% of 330,000 active;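 active means activation more than six SD over the plate average, tested at 20 µM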;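 further: 0% = DMSO alone and 100% = apelin-13 at 10 nM; some results filed as inactive read as strong as hits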
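Material: engineered CHO-K1 APJ arrestin reporter cells; amount: 1000 CHO-K1 reporter cells seeded per well; incubation: compound stimulation 90 min at 25 °C, detection 60 min; signal: luminescent beta-gal fragment complementation, chemiluminescent substrate; read-out basis: APJ agonist activity; controls: DMSO-only wells as negative, 10 nM Apelin-13 as positive control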
tim10-1 inh: inhibits growth of tim10-1 mutant yeast; S. cerevisiae tim10-1 ts strain growth, BacTiter-Glo, 24 h; inhibition, % at 20 µM; 2.2% of 330,000 active;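 active means inhibition of at least 40%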;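 further: mutant grown at 25 °C; 0% = DMSO wells with yeast and 100% = wells holding no yeast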
GRIN3A LBD mod: modulates the human NR3A ligand-binding domain; Tm shift relative to glycine control, % at 25 µM; 2.5% of 340,000 active; NR3A LBD differential scanning fluorimetry, Tm shift; 0% = protein alone, 100% = glycine-bound protein;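 active means melting temperature shift of at least 10% of the positive control shift, at one fixed dose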
tim23-1 inh: tim23-1 yeast growth inhibition. AID 463212. S. cerevisiae tim23-1 growth, BacTiter-Glo luminescence, 24 h. 1.3% of 330,000 active. inhibition, % at 20 µM;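 active means growth inhibition of the mutant yeast at or above 50%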;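 further: temperature-sensitive mutant grown at 25 °C; plate controls were DMSO-treated mutant yeast for no effect and medium wells lacking yeast for full effect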
UPR XBP1 act: adaptive UPR (XBP1) activation. AID 463104. activation, % at 20 µM. CHO-XBP1 luciferase reporter, IRE1-XBP1 UPR activation, luminescence; percent of tunicamycin response, DMSO as zero. 0.33% of 330,000 active;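 active means versus positive control, 20 µM dose yields 30% or more activation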;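 further: 100% = tunicamycin at 10 µg/mL and 0% = DMSO only wells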
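Signal: luciferase luminescence; Assay system: CHO-XBP1 luciferase reporter cells; Amount: one thousand reporter cells per well; Dosing: 20 µM single concentration, DMSO 1%; Benchmarks: high control tunicamycin 10 µg/mL final, low control DMSO vehicle only; Schedule: 6 h compound exposure at 37 °C, 5% CO2; Evaluation: percent activation relative to tunicamycin reference.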
Numbers without * were called inactive; . = no result given.

SMILES	NLRP3 yeast inh	TIM10 inh	Mdm2-MdmX inh	UPR CHOP act	APJ agonist	tim10-1 inh	GRIN3A LBD mod	tim23-1 inh	UPR XBP1 act
CC(C)CCN(C(=O)c1ccc(N2CCCC2=O)cc1)c1c(N)n(Cc2ccccc2)c(=O)[nH]c1=O	9.0	1.4	17.4	0.2	-3.7	6.0	-2.4	11.0	-0.8
Cc1ccc(C(=O)Nc2ccc(Nc3ccccc3)cc2)cc1C	16.4	31.8	-62.2	6.3	-0.1	-32.8	6.5	35.2	3.1
Cc1cc(C)c(C#N)c(SCS(=O)Cc2ccc(Cl)cc2)n1 (stereo unspecified)	8.9	24.8	-5.7	-1.0	1.5	22.8	-0.1	39.8	-1.8
COc1ccc(CCNCc2csc3nc4ccccc4n23)cc1OC	11.4	-13.3	9.0	1.2	3.8	18.9	-2.9	11.7	-3.8
Cc1ccc(NC(=S)N2C3CCCC2CC(NC(=O)C2CC2)C3)cc1C (stereo unspecified)	23.1	-16.3	9.0	-0.6	-1.3	4.7	-2.2	6.5	2.3
CN1CCC(=NOc2ccc([N+](=O)[O-])cc2)CC1	-5.7	-5.5	-51.7	1.4	3.2	15.4	-2.4	16.5	1.8
CN(CC(=O)Nc1cccc(F)c1)C(=O)c1cccc2ccccc12	-3.6	19.4	0.8	-1.0	-5.2	8.8	-2.2	28.9	-1.0
Cc1ccccc1NCC(=O)N/N=C\c1ccc2c(c1)OCO2	6.8	17.9	9.8	-0.7	-7.7	31.4	-6.3	30.5	-0.9
Cc1ccc(COCCN2CCN(S(=O)(=O)c3ccccc3)CCC2=O)cc1	13.5	13.3	-17.5	2.6	-2.9	3.3	0.9	20.5	-0.8
CNC(=S)N1N=C(c2ccc(C)cc2)CC1c1ccc(OC)c(OC)c1 (stereo unspecified)	9.4	7.5	-18.6	2.3	-1.1	6.1	-0.7	20.7	1.0
c1n[nH]c(NCc2ccc3c(c2)OCO3)n1	13.0	5.8	-14.4	-0.5	-0.1	7.5	0.6	-9.9	-2.9
Cc1ccc(CNC(=O)Cn2c([N+](=O)[O-])cnc2C)cc1	7.8	-18.8	14.6	0.4	-7.2	-2.0	-0.1	-21.2	4.4
O=S(=O)(NC1CCN(S(=O)(=O)c2c(F)cccc2F)C1)c1ccc2c(c1)OCCO2 (stereo unspecified)	19.0	-7.8	1.3	2.0	0.1	-1.1	3.1	14.8	-3.6
CC(=O)Nc1ccc(S(=O)(=O)NCCC(=O)NC(C)c2cccs2)cc1 (stereo unspecified)	-0.7	10.8	5.4	2.5	-1.3	-15.5	-2.3	-6.4	3.4
COc1ccc(/C=C/C(=O)O)cc1S(=O)(=O)N1CCCC1	1.8	7.9	-0.5	3.8	-2.0	1.1	0.1	-2.0	-3.4
Cn1c(C=O)c(C#Cc2ccccc2)c2ccccc21	13.9	20.8	41.1	11.8	0.2	14.4	-3.2	58.3*	3.1
Cc1ccc(Nc2nc(Cl)nc(NC3CCCCC3)n2)cc1	-3.3	9.5	-9.2	5.7	-0.2	31.9	-0.3	33.0	4.0
CCOc1ccc(S(=O)(=O)N2CC(=O)Nc3ccccc32)cc1C#N	-9.1	11.3	6.5	1.9	-6.0	-16.2	-5.7	16.4	-4.4
Cc1cc2oc(=O)cc(COC(=O)Cn3cnnn3)c2cc1C(C)C	-25.0	18.0	-4.1	0.0	-5.0	20.4	-2.1	11.2	2.6
Cc1cc(/C=C2\SC(=O)N(C)C2=O)c(C)n1-c1cccc(C(=O)O)c1	10.8	10.2	11.2	0.0	-5.4	2.9	3.6	-1.7	-5.7
COc1ccc(OC)c(NC(=O)Cc2c(C(=O)O)n(C)c3ccccc23)c1	4.2	-16.7	1.6	-2.1	-1.8	20.1	2.2	-2.9	-3.3
Cc1ccn2c(NC(=O)C(C)(C)Oc3ccc(Cl)cc3)c(-c3cccs3)nc2c1	25.3	-3.3	16.0	3.0	-6.1	9.3	-12.2	28.7	0.7
COc1ccc(C2CC(C(F)(F)F)n3nc(C(=O)N(C)Cc4cn(C)nc4C)c(Cl)c3N2)cc1 (stereo unspecified)	20.8	-5.1	20.0	-2.0	2.9	5.3	0.5	13.3	-3.6
CCOC(=O)c1c(C)n(C)c2ccc(OC(=O)c3ccc(N4C(=O)CCC4=O)cc3)cc12	6.2	10.3	14.2	1.1	1.2	25.3	-11.3	9.3	4.8
C/C(=N/NS(=O)(=O)c1ccc(Br)cc1)c1c[nH]c2ccccc12	7.5	12.9	43.4	1.4	0.2	14.3	-4.2	6.3	-2.3
CCC(C)NC(=O)Cn1cnc2sc(C)c(S(=O)(=O)N3CCN(c4ccccc4OC)CC3)c2c1=O (stereo unspecified)	13.1	3.8	4.5	0.8	0.0	0.4	-0.6	-2.3	4.4
CC(C)CCNC(=O)C1CC(c2ccccc2C(F)(F)F)=NO1 (stereo unspecified)	29.1	-8.6	4.9	1.1	6.0	17.0	0.3	16.5	0.4
CC1CCN(C(=O)c2ccc(CSc3nc4ccncc4n3Cc3ccc(F)cc3)cc2)CC1	4.2	-0.5	33.0	1.2	4.9	10.5	1.7	7.5	-3.9
CCOCCCNC(=O)CNC(=S)N(Cc1ccccc1F)C1CCCCC1	-1.8	24.3	-11.7	0.3	-4.2	3.1	1.3	29.5	-1.0
C=CCCCCc1nc2ccccc2c(=O)n1N	7.4	6.6	-10.6	1.5	-0.7	9.2	-8.7	-5.2	-1.6

One compound at a time, as listed above. Order of screens: NLRP3 yeast inh, TIM10 inh, Mdm2-MdmX inh, UPR CHOP act, APJ agonist, tim10-1 inh, GRIN3A LBD mod, tim23-1 inh, UPR XBP1 act
`CNC(=S)N1N=C(c2ccc(C)cc2)CC1c1ccc(OC)c(OC)c1` (stereo unspecified) is listed with 9.4, 7.5, -18.6, 2.3, -1.1, 6.1, -0.7, 20.7, 1.0
`COc1ccc(C2CC(C(F)(F)F)n3nc(C(=O)N(C)Cc4cn(C)nc4C)c(Cl)c3N2)cc1` (stereo unspecified) is listed with 20.8, -5.1, 20.0, -2.0, 2.9, 5.3, 0.5, 13.3, -3.6
`C=CCCCCc1nc2ccccc2c(=O)n1N` is listed with 7.4, 6.6, -10.6, 1.5, -0.7, 9.2, -8.7, -5.2, -1.6
`CC1CCN(C(=O)c2ccc(CSc3nc4ccncc4n3Cc3ccc(F)cc3)cc2)CC1` is listed with 4.2, -0.5, 33.0, 1.2, 4.9, 10.5, 1.7, 7.5, -3.9

Next section.
SMILES	NLRP3 yeast inh	TIM10 inh	Mdm2-MdmX inh	UPR CHOP act	APJ agonist	tim10-1 inh	GRIN3A LBD mod	tim23-1 inh	UPR XBP1 act
COCCNC(=O)c1onc(CSc2cccc(Cl)c2)c1C(=O)O	11.4	-11.7	18.9	0.2	-4.6	-8.2	0.6	-8.0	-3.0
O=C(Nc1ccccc1F)c1ccc2c(c1)CCN2S(=O)(=O)c1ccccc1	0.8	22.6	5.7	0.1	-3.1	40.5*	-5.8	36.1	-7.4
CCOC(=O)c1c(-c2ccccc2)c2cc(OC)ccc2n1CCCN(C)C	25.7	4.0	46.9	-1.0	-2.1	24.2	-1.8	-9.6	5.9
CCCCCC(=O)NNC1CC(=O)N(c2ccccc2)C1=O (stereo unspecified)	-1.5	6.2	-1.2	-0.4	-2.6	-9.1	1.5	5.4	-0.9
Cc1ccc2ncnc(Nc3cccc([N+](=O)[O-])c3)c2c1	20.3	14.6	22.6	1.4	-2.1	21.8	-0.5	26.4	-4.6
COc1ccccc1NC(=S)N1CCC(c2nc3cc(C)c(C)cc3[nH]2)CC1	16.1	-14.2	11.4	0.4	-2.6	-8.6	-0.7	-15.5	-0.4
CN(C(=O)CSc1nnc(-c2cccnc2)n1-c1ccccc1F)C1CCS(=O)(=O)C1 (stereo unspecified)	3.1	-20.4	8.0	1.2	-1.5	7.3	-0.8	10.5	-3.4
CCOC(=O)CCNC(C)C1COc2ccccc2O1 (stereo unspecified)	9.7	12.3	-17.0	-0.9	-1.7	-8.4	-1.7	7.8	-4.0
CCn1c(-c2cc(OC)ccc2OC)csc1=Nc1c(C)n(C)n(-c2ccccc2)c1=O	-0.8	6.8	10.5	-2.3	-3.4	22.1	0.7	16.7	3.9
CO/N=C\C(=N\Nc1ccc(OC)cc1)C(=O)c1ccccc1	25.4	-9.0	29.1	0.7	-7.3	10.1	-9.0	-0.3	-2.3
Cc1nc(-c2ccccc2)nc(-c2ccccc2)n1	-1.0	11.1	21.1	-1.3	-6.1	15.8	2.0	1.4	2.3
CCOC(=O)c1ccc(S(=O)(=O)N(CCO)Cc2cc3cc(OC)c(OC)cc3[nH]c2=O)cc1	7.9	-6.5	5.6	2.3	-3.8	6.0	0.3	0.4	-2.6
COc1ccc(CCNC(=S)Nc2cccc(C)c2)cc1	26.5	17.4	18.5	-3.0	-2.8	9.6	-9.6	7.2	-2.6
NC(=O)NC(c1ccccc1)c1cccc2ccccc12 (stereo unspecified)	11.9	16.3	14.9	0.5	-2.8	19.6	-0.5	8.1	-0.2
Cc1cc(C(F)(F)F)n(-c2nc(C(=O)NNS(=O)(=O)c3ccccc3[N+](=O)[O-])cs2)n1	13.8	7.7	23.6	-0.1	-2.5	30.1	-1.6	25.1	-2.5
Cc1cc(C(=O)NCC(=O)OC(C(=O)Nc2cc(C(F)(F)F)ccc2Cl)c2ccccc2)ccc1[N+](=O)[O-] (stereo unspecified)	-17.2	24.2	-0.7	0.6	1.8	12.8	5.5	16.7	-1.0
Cc1c(CN2CCC(C(=O)Nc3cccc(-c4cccc(Cl)c4)c3)CC2)cnn1C	16.9	2.3	58.2*	1.0	7.0	10.4	-1.6	0.9	2.1
O=C(C[N+]1(CC#Cc2ccccc2)CCCCC1)c1ccc(Cl)cc1	5.9	7.4	7.2	-0.3	-10.4	4.3	1.6	-12.8	0.3
Cc1ccc(Oc2ncc(CN3CCOCC3)s2)cc1	19.0	-22.0	8.1	0.0	-2.7	-1.6	0.8	-3.3	2.2
CC(=O)Nc1nc2cc3c(cc2s1)OCO3	15.4	-0.4	-23.9	8.8	-1.7	-1.7	-1.1	2.2	1.2
O=C1NC(c2ccccc2)=C(c2ccc3ccccc3n2)C(c2ccncc2)N1 (stereo unspecified)	3.6	1.1	4.3	-0.9	-3.6	-9.0	0.6	-22.5	-0.1
Cc1ccc(C)c(C(=O)CN2C(=O)NC3(CCCCCCC3)C2=O)c1	22.8	-2.4	-5.6	2.8	-3.4	7.7	0.6	17.2	2.5
N#CC1CC(c2ccccc2)=NN1c1ccccc1[N+](=O)[O-] (stereo unspecified)	22.3	38.6	-67.7	3.9	-2.6	39.1	-4.0	29.5	-0.3
CCOC(=O)CCN(Cc1ccccc1)S(=O)(=O)c1csc(C(N)=O)c1	-7.0	7.7	0.0	1.9	7.7	-0.9	0.7	-1.3	1.4
C1CN(c2nc3nonc3nc2N2CCOCC2)CCO1	1.2	-12.9	5.7	1.6	-2.2	5.5	.	7.5	-7.1
CCc1nc2sccc2c(=O)n1N	24.4	-9.7	-5.8	-0.2	-2.7	9.2	-4.2	18.2	-0.5
O=C(Oc1nsnc1N1CCOCC1)N1CCOCC1	10.4	1.6	-5.9	-2.4	2.2	-9.7	0.3	10.2	-1.4
COc1ccc(C(=O)N2c3ccccc3CC2C)cc1OC (stereo unspecified)	-5.2	33.9	27.7	-0.4	8.2	14.3	-1.4	15.4	-1.9
